DNMT1 inh: inhibitors of human DNMT1; P26358; DNMT1 molecular beacon, Hinp1I cleavage, fluorescence; inhibition (reported as % activation of signal), % at 10 µM; 0.83% of 360,000 active; in the data active = inhibition above about 50%
Rin1-Abl PPI inh: blocks binding of human Rin1 to Abl | TR-FRET Rin1/Abl binding, biochemical | inhibition, % at 7.35 µM | 0.4% of 360,000 active; in the data active = inhibition above about 5%, passing the limit was not always enough
LMPTP inh: LMPTP (human) inhibition; P24666; inhibition, % at 20 µM; AID 651560; recombinant LMPTP-A, OMFP fluorogenic substrate, fluorescence intensity; 0.22% of 360,000 active;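 active = compounds that cut the enzyme signal by at least half of the control window in the single-dose screen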;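 note: plate controls were DMSO wells with enzyme plus substrate for no effect and substrate without enzyme for full effect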
Target sequence (P24666 whole entry, looked up): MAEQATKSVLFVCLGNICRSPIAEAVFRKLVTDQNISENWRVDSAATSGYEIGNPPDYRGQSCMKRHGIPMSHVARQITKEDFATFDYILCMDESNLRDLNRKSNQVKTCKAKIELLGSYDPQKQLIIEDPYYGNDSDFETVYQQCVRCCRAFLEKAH
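Material: LMPTP-A; amount: 0.625 nM enzyme; doses: single 20 µM dose; times: reaction 50 min, room temperature, dark; technique: fluorescence intensity of OMFP turnover product; benchmarks: no-enzyme and uninhibited controls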
Neddyl block: blocks human cullin neddylation | 0.58% of 360,000 active | calls only at 25 µM | AID 651699 | TR-FRET cullin neddylation, biochemical; in the data active = inhibition above about 36%
SUMO1 PPI mod: SUMO1-SIM interaction modulation. SUMO1 binding to a labelled peptide, TR-FRET, 1 h. 0.33% of 360,000 active. AID 602429. inhibition, % at 20 µM; in the data active = inhibition above about 37%
Target sequence (P63165 whole entry, looked up): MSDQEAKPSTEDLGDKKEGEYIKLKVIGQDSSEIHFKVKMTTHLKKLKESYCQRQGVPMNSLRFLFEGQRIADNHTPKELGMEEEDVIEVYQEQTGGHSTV
CSN inh: CSN deneddylation inhibition. Q92905. Purified CSN, SCF-Nedd8-OG deneddylation, fluorescence polarization. inhibition, % at 12.5 µM. 0.38% of 360,000 active;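 active = pattern-corrected inhibition above about 35%, with an unprinted fluorescence ratio check between 0.5 and 1.5, limit read from the data, passing the limit was not always enough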;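 note: 0% = enzyme with substrate and 100% = substrate without enzyme; some results filed as inactive read as strong as hits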
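Detection – fluorescence polarization · System – HEK293T-derived human Csn5 enzyme · Controls – substrate-only high control, full reaction low control · Timing – 90 min, room temperature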
NadD block: blocks S. aureus nicotinate mononucleotide adenylyltransferase | purified NadD enzyme, colorimetric absorbance read-out | inhibition, % at 20 µM | 0.78% of 360,000 active; in the data active = inhibition above about 26%; note: some compounds past the cut are filed as inactive
Scp1 inh: inhibitors of human Scp-1 phosphatase; 0.88% of 340,000 active; Q9GZU7; inhibition, % at 20 µM; Recombinant Scp1, phosphopeptide, malachite green phosphate absorbance;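 active = inhibition above about 50% at 20 µM, limit read from the data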;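 note: plate controls were DMSO wells with enzyme for no effect and wells lacking enzyme for full effect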
Target sequence (Q9GZU7 76-261 limits assumed): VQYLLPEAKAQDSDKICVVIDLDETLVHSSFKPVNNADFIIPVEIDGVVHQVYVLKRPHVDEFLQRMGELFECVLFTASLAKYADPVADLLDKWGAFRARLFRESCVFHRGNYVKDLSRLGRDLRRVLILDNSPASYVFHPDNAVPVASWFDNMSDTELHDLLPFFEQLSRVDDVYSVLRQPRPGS
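Incubation: 45 min enzyme reaction at room temperature / System: truncated SCP-1 phosphatase (76-261aa) / Reagent: Phospho 17-mer peptide substrate / Buffer or medium: Acidic Tris acetate buffer with magnesium and detergent / Signal: absorbance at 630 nm / Doses: one concentration, 20 µM, with 1.0% DMSO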
STEP block: blocks human striatal-enriched tyrosine phosphatase. recombinant STEP, OMFP fluorogenic substrate, fluorescence. 0.25% of 360,000 active. inhibition, % at 20 µM. AID 588621. P54829;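 active = inhibition at 20 µM, scaled per plate between control wells, above about 37%, limit read from the data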;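 note: 0% = DMSO with enzyme and substrate and 100% = substrate only without enzyme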
Target sequence (P54829 whole entry, looked up): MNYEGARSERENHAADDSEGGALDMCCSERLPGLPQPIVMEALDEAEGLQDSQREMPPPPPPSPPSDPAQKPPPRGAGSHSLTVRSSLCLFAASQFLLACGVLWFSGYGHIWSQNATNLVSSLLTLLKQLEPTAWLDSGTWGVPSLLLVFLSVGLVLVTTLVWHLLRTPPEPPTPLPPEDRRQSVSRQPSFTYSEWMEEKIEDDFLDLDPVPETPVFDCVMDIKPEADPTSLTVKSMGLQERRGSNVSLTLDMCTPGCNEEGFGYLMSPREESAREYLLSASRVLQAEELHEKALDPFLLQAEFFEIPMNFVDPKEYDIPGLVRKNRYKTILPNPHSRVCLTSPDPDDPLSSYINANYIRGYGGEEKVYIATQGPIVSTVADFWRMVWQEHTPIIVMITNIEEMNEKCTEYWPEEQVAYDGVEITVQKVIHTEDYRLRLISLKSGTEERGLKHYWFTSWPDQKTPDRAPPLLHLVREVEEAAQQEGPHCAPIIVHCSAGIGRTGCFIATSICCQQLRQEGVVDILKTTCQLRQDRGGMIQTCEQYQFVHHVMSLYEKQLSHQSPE
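Material: STEP (striatal-enriched tyrosine phosphatase) enzyme, cell-free; Compound dosing: 20 µM single dose in 1% DMSO; Technique: fluorescence read at 480 nm ex / 540 nm em; Times: reaction 20 min, ambient temperature; Medium: 50 mM Bis-Tris pH 6.0 with 2.5 mM DTT and 0.005% Tween 20; Also added: OMFP at 25 µM.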
Rpn11 block: inhibitors of human proteasome Rpn11; O00487; human 26S proteasome, Ub4-pepOG fluorescence polarization; 20S core pre-blocked with epoxomicin; calls only at 20 µM; 0.59% of 360,000 active; AID 588493;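 active = inhibition at 20 µM, scaled to each plate's controls, above about 33%, limit read from the data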
* = called active by the depositor; i = inactive; · = not tested or not shown; + = active, no number.

SMILES	DNMT1 inh	Rin1-Abl PPI inh	LMPTP inh	Neddyl block	SUMO1 PPI mod	CSN inh	NadD block	Scp1 inh	STEP block	Rpn11 block
COc1ccc(-c2cc(C(F)F)n3ncc(C(=O)Nc4c(C)n(C)n(-c5ccccc5)c4=O)c3n2)cc1	-1.2	3.0	1.6	i	-8.3	5.8	11.9	-1.3	-0.8	i
Cc1nc(C(F)(F)F)ccc1C(=O)N1CCC1(C)C(=O)NS(=O)(=O)c1ccc(C#N)cc1 (stereo not given)	2.5	1.1	-2.0	i	-0.1	-5.0	5.5	·	-3.5	i
COC(C[C@H]1O[C@@H]1[C@@H](O)COCc1ccccc1)OC	0.1	-0.8	-2.7	i	6.2	-0.4	-2.8	-1.0	-2.3	i
Clc1ccc(CSc2nnc([C@@H]3CCCN3)o2)cc1Cl	-3.2	-2.1	-1.4	i	-1.7	-0.2	-7.1	-10.1	-0.1	i
Cn1ccc2c([N+](=O)[O-])cccc2c1=O	-0.8	-2.4	0.3	i	-23.5	2.9	-7.8	-4.0	0.6	i
C=CCN(CC=C)c1nc2ccccc2nc1C(C#N)C(=O)OCCOC (stereo not given)	-12.8	-1.5	1.8	·	-9.7	-4.2	1.6	-2.2	-1.2	i
Cc1cc(C(=O)OCC(=O)NC(C)c2ccc(F)cc2)c(C)o1 (stereo not given)	0.8	1.1	-0.1	i	-4.6	0.3	-1.2	-1.7	-0.6	i
CCCn1c(SCc2nc3ccccc3s2)n[nH]c1=O	-1.2	2.7	1.8	i	2.1	-2.5	-6.2	0.6	0.5	i
S=c1[nH]c(-c2ccccc2)cn1/N=C/c1cccs1	-1.9	-4.8	0.2	i	-18.1	-0.1	-0.2	-7.9	-0.3	i
CCn1c(CNc2ccc(Cl)cc2)nnc1SCc1ccc(Cl)cc1	-5.0	-0.8	0.3	i	-1.0	-2.6	1.6	7.0	2.1	i
Cc1cccc(C(=O)NNC(=O)c2ccccc2-n2cccc2)c1	-0.6	1.6	-1.3	i	1.5	9.3	-8.3	0.6	-0.6	i
Cc1ccc(S(=O)(=O)N2[C@@H](c3ccc(Cl)cc3)C(C(=O)O)=CC[C@H]2c2ccc(C(C)C)cc2)cc1	19.0	1.2	3.6	i	18.0	2.4	14.5	-9.3	0.2	i
CCNC(=O)C(=O)Nc1ccc(OC)c(Cl)c1	-0.8	0.3	-0.1	i	0.3	-0.1	-2.4	-8.3	1.7	i
O=C(N/N=C1/CC2CCC1C2)c1cc2ccccc2cc1O (stereo not given)	1.3	1.3	-0.2	·	-3.6	1.5	6.0	-8.3	-0.1	i
COc1ccc(NS(=O)(=O)c2ccc(NC(=O)C3CC3)cc2)cc1	0.7	2.2	1.0	i	1.8	-2.2	-4.2	-7.3	-0.9	i
Cc1ccc(Oc2ncc(-c3ccc(Cl)cc3)cn2)cc1	-1.5	-3.2	-3.7	i	1.0	-0.8	-4.3	-4.6	6.7	i
Cc1nc2scc(C)n2c(=O)c1S(=O)(=O)NCc1ccccc1	0.8	-1.7	-0.8	·	-1.7	6.1	-2.0	-5.7	-1.6	i
COC(=O)c1cc(-c2ccccc2)sc1NC(=O)CN1C(=O)c2ccccc2C1=O	-7.0	-0.8	1.4	i	-1.7	0.0	3.5	-31.9	4.5	i
Cn1c(SCC(=O)Nc2ccc(F)cc2)nc2c([nH]c3ccccc32)c1=O	42.1	0.8	0.5	i	1.6	1.8	7.8	-6.6	-2.1	i
CN(CC(=O)Nc1c(Cl)cccc1Cl)C(=O)CCC(=O)c1ccccc1	3.2	-1.7	-8.2	i	-9.9	1.5	2.2	-4.0	-2.5	i
CN(C(=O)COC(=O)Cc1c[nH]c2ccccc12)c1c(N)n(Cc2ccccc2)c(=O)[nH]c1=O	1.7	1.0	-0.3	i	0.1	3.2	4.3	-4.8	2.3	i
O=C(c1ccc(S(=O)(=O)N2CCCC2)cc1)N1CCN(Cc2ccc3c(c2)OCO3)CC1	-0.6	-0.5	-0.6	i	2.4	-4.2	8.7	6.5	-2.6	i
CN(C)S(=O)(=O)c1ccc(Cl)c(NC(=O)CNC2(C)CCS(=O)(=O)C2)c1 (stereo not given)	4.5	2.6	-1.8	i	5.0	-1.8	0.5	-15.3	-0.2	i
O=C(O)c1cc([N+](=O)[O-])cc2ccccc12	6.7	-0.9	-0.4	i	-36.4	-4.2	-3.2	8.8	-1.7	i
COCCNC(=O)C1CC(c2cccc([N+](=O)[O-])c2)=NO1 (stereo not given)	1.9	1.2	-1.2	i	-24.9	3.2	0.2	8.4	0.3	i

Brought forward from above: 4 compounds, then new ones.
SMILES	DNMT1 inh	Rin1-Abl PPI inh	LMPTP inh	Neddyl block	SUMO1 PPI mod	CSN inh	NadD block	Scp1 inh	STEP block	Rpn11 block
O=C(c1ccc(S(=O)(=O)N2CCCC2)cc1)N1CCN(Cc2ccc3c(c2)OCO3)CC1	-0.6	-0.5	-0.6	i	2.4	-4.2	8.7	6.5	-2.6	i
CN(C)S(=O)(=O)c1ccc(Cl)c(NC(=O)CNC2(C)CCS(=O)(=O)C2)c1 (stereo not given)	4.5	2.6	-1.8	i	5.0	-1.8	0.5	-15.3	-0.2	i
O=C(O)c1cc([N+](=O)[O-])cc2ccccc12	6.7	-0.9	-0.4	i	-36.4	-4.2	-3.2	8.8	-1.7	i
COCCNC(=O)C1CC(c2cccc([N+](=O)[O-])c2)=NO1 (stereo not given)	1.9	1.2	-1.2	i	-24.9	3.2	0.2	8.4	0.3	i
CC1(C(=O)Nc2ccc3nc[nH]c3c2)CCN1C(=O)Cc1ccc(-c2ccccc2)cc1 (stereo not given)	-6.8	0.6	0.2	i	7.3	3.6	-18.0	·	-0.6	i
CCCC(C)CO (stereo not given)	-0.6	-1.0	-0.7	i	0.8	-1.6	2.4	-6.3	1.7	i
O=C(C[C@@H]1C/C=C\C[C@H](Cc2ccc(F)cc2)C(=O)OC[C@H]2CCCN2C1=O)NCCO	0.7	-2.4	0.4	i	0.5	0.2	4.3	-10.9	-2.5	i
COCCNC(=O)CSCc1cc(C)cc(C)c1	-0.4	-0.5	-1.1	i	-0.8	0.7	-1.1	-0.8	-2.2	i
O=Cc1ccccc1OCCCOc1cccc2cccnc12	-0.6	2.5	-0.1	i	-10.7	-5.7	1.4	17.5	0.3	i
O=C(CCCn1c(=S)[nH]c2cc3c(cc2c1=O)OCO3)N1CCN(c2ccc(Cl)cc2)CC1	-10.3	2.2	0.5	i	0.8	4.7	34.7*	-4.6	0.3	i
COc1ccccc1NC(=S)N1CCn2cccc2C1c1cccnc1 (stereo not given)	-3.7	5.1	-0.5	i	1.5	-0.5	-2.6	-7.1	0.7	i
CC(=O)c1ccccc1NC(=O)COC(=O)CN1C(=O)C2CCCCC2C1=O (stereo not given)	-0.1	4.8	-0.6	i	11.2	4.7	-3.1	-9.8	0.4	i
COc1cccc(-c2nc(-c3ccc(NC(=O)c4cccnc4)cc3)no2)c1	-10.3	1.7	0.3	i	1.8	2.5	-4.5	5.4	-1.5	i
CC1Oc2ccccc2N(CC(=O)Nc2ccc(F)cc2)C1=O (stereo not given)	-13.5	1.9	-1.8	i	-1.6	2.4	-0.6	3.6	0.5	i
C=CCn1c(=O)c2ccccc2n2c(SCC(=O)Nc3cc(C)on3)nnc12	7.0	1.7	-1.5	i	4.9	4.2	-0.6	3.2	1.8	i
CC(=O)c1nn(-c2cccc(Br)c2)cc1C(=O)c1ccc2ccccc2c1	23.6	2.9	-0.4	i	2.5	-2.1	10.2	-4.0	10.7	i
O=C(c1ccccc1)c1cc([N+](=O)[O-])ccc1N1CCOCC1	0.7	-3.3	0.7	i	-23.1	7.0	-2.6	-10.5	-2.7	i
COc1ccc(OC)c(-n2c(SCC(C)=O)nnc2-c2cccc(S(=O)(=O)N(C)C)c2)c1	0.2	5.0	-0.8	i	4.1	-0.6	-2.1	5.2	-1.7	i
CCNc1nnc(CSc2nc3ccccc3s2)s1	-12.0	-0.2	-1.4	i	-0.1	0.3	-1.5	-6.0	0.8	i
N#Cc1c(C(F)(F)F)cc(-c2ccccc2)[nH]c1=O	5.3	1.6	-1.5	·	25.6	5.1	1.5	0.3	-2.5	i
O=C(Nc1ccccc1Br)c1ccccc1-c1ccccc1	-0.3	-3.9	1.3	i	0.8	2.8	-2.7	-17.2	-1.2	i
COc1cccc(-n2nnnc2SCC(=O)NCc2ccc3c(c2)OCO3)c1	3.0	-2.1	1.9	i	-0.7	5.3	1.1	-13.9	0.7	i
Cn1cnc(S(=O)(=O)N2CCCCC2c2cc(C(=O)Nc3ccccc3Cl)no2)c1 (stereo not given)	-4.0	-2.3	-1.9	i	0.1	-1.5	3.6	·	-3.6	i
CSc1ccc(/C=N/Nc2nc(C)cc(C)n2)cc1	0.1	-2.0	1.3	i	-14.0	-2.1	-5.6	-5.2	2.3	i
COc1ccc(CNC(=O)c2ccccc2NS(C)(=O)=O)cc1	-1.9	0.2	0.6	i	0.0	-17.1	-3.5	-4.7	0.4	i
O=C(Cc1ccccc1)Nc1ccc(N2CCOCC2)cc1N1CCOCC1	-2.1	2.8	-0.1	i	4.6	-0.1	7.9	-3.4	1.1	i
CCc1ccc(N(C(=O)c2snc(C(N)=O)c2N)C(C(=O)NCC2CCCO2)c2cccs2)cc1 (stereo not given)	-7.1	-1.1	0.6	i	2.7	4.6	14.4	-10.7	1.6	i
COc1ccc(/C=N/Nc2ncc(-c3ccccc3)cn2)c(OC)c1	14.8	-0.9	1.6	i	-2.3	0.9	-1.3	1.5	-0.7	i
Cc1cccc(NS(=O)(=O)c2nnc(NC(=O)C3CCCCC3)s2)c1	-3.4	-0.5	1.1	i	4.2	5.5	-2.8	-9.2	-3.4	i
Cc1ccccc1-c1nnc2c3ccccc3c(C)nn12	-1.9	0.1	1.5	i	0.6	1.5	1.3	5.6	1.7	i
Cn1cnc([N+](=O)[O-])c1Sc1nnc(-c2cccnc2)n1C	2.7	1.2	-1.8	i	-10.6	-8.1	-1.8	-7.7	-0.7	i
O=[N+]([O-])c1ccc(/C=N/Nc2nc(N3CCCC3)nc(N3CCCC3)n2)o1	25.4	8.3	7.4	i	1.0	27.5	29.3	4.2	7.4	i
Cc1cc(C)n2c3c(c(C#N)c2n1)CCCC3	6.2	-3.1	0.6	+	-6.5	1.7	2.2	-3.6	-0.7	i
O=C(C1CC(=O)N(c2ccc(Cl)cc2)C1)N1CCOCC1 (stereo not given)	2.3	1.0	-1.1	i	1.9	-5.7	-0.7	3.7	0.5	i

Complete entries, looked up by structure:
Profile of O=C(CCCn1c(=S)[nH]c2cc3c(cc2c1=O)OCO3)N1CCN(c2ccc(Cl)cc2)CC1 → DNMT1 inh = -10.3; Rin1-Abl PPI inh = 2.2; LMPTP inh = 0.5; Neddyl block = i; SUMO1 PPI mod = 0.8; CSN inh = 4.7; NadD block = 34.7*; Scp1 inh = -4.6; STEP block = 0.3; Rpn11 block = i
Profile of CCNc1nnc(CSc2nc3ccccc3s2)s1 → DNMT1 inh = -12.0; Rin1-Abl PPI inh = -0.2; LMPTP inh = -1.4; Neddyl block = i; SUMO1 PPI mod = -0.1; CSN inh = 0.3; NadD block = -1.5; Scp1 inh = -6.0; STEP block = 0.8; Rpn11 block = i
